Assay outcomes (PubChem)
Pf apPOL inh = Pf-apPOL DNA polymerase inhibition. hit rate 0.25% among 210,000. AID 1794808. inhibition, % at 10 µM. Recombinant Pf-apPOL, molecular beacon fluorescence, 1.5 h
mHTT CaM bind = disrupts binding of mutant huntingtin to calmodulin; AlphaScreen His-mHTT/GST-CaM binding, luminescence; inhibition, % at 15 µM; hit rate 3.6% among 190,000; AID 1671202;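 further: 0% = both proteins with DMSO and 100% = one protein alone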
Numbers without * were called inactive; . = not tested or not shown; & = joins results of further samples. No stated cut-off is given here; in the data, active means inhibition above about 50%; inactive means the rest.

mol	Pf apPOL inh	mHTT CaM bind
CC1=C(C(=O)N2CCN(c3ccc(Cl)cc3)CC2)C2(CCCCC2)OC1=O	-1	-6
O=C(Oc1ccc(CCC=CCCc2ccc(OC(=O)c3ccccc3)cc2)cc1)c1ccccc1	4	.
O=C(CN1C(=O)/C(=C/c2ccc(Cl)cc2)Sc2ccccc21)NCc1ccccn1	-2	54*
CCC(=O)N1CCc2cc(N3CC(C(=O)NCc4ccc5c(c4)OCO5)CC3=O)ccc21 (stereo not drawn)	1	2
Cc1ccc(-n2[nH]c(C)c(C=Nc3ccc(S(=O)(=O)CCO)cc3)c2=O)cc1	-5	26
O=C(NC1CC(=O)N(Cc2ccccc2)C1)c1ccc(F)cc1F (stereo not drawn)	-3	-9
CN(C)CCn1c2c(c(SCC(=O)Nc3nc4ccccc4s3)nc1=O)CCCC2	7	2
Cc1[nH]c2ccccc2c1SCCNC(=O)c1cccc(F)c1	-8	22
COc1ccc(NC(=O)N2CCCC(C)(C(=O)NCc3ccc(C)cc3)C2)cc1 (stereo not drawn)	7	-6
C[C@H]1NS(=O)(=O)c2cccc(Cl)c2O[C@@H]1c1ccccc1	-6	-11
N#CCN(CC#N)C(=O)c1cccc(Cl)c1	-12	-6
Clc1cccc(NC2=NCCN=C(Nc3cccc(Cl)c3)SS2)c1	-1	.
Cn1nnnc1SCC(=O)N1CCN(c2ccc(-c3ccco3)nn2)CC1	5	-3
CCCn1cnc2c1c(=O)n(CC)c(=O)n2-c1ccccc1C	-2	2
O=C(c1cc([N+](=O)[O-])ccc1Cl)n1nnc2ccccc21	-1	1
CC(=O)NC(=O)c1cc2ccccc2oc1=Nc1ccc(I)cc1	-3	5
CC(C)NC(=O)c1ccccc1NC(=O)c1ccc(Br)cc1	-3	1
CCOCCCNC(=O)C1(C)CCC(=O)N1c1ccc(OC)cc1OC (stereo not drawn)	-2	2
Nc1nc(-c2cc3ccccc3oc2=O)nc2c1c(=O)oc1ccccc12	-1	13
Cn1cc(NC(=O)NCc2c(F)cccc2F)c2ccccc21	0	5
CCOC(=O)c1ccc(-c2ccc(N3C(c4cccc(OC)c4)=Cc4ccc(F)cc4C3CC(C)=O)cc2)cc1F (stereo not drawn)	2	-1
NC(=O)c1ccccc1NC(=O)COc1cccc(Cl)c1	-4	-7
CCCCN1CCN(C(=O)C2c3ccccc3CCN2C(C)=O)CC1 (stereo not drawn)	0	6
COC(=C(Cl)Cl)C(=C1NCCN1)[N+](=O)[O-]	9	-9
COc1cc(/C=C2\N=C(SC)SC2=O)ccc1OCc1ccccc1	-50	14
O=C(CN1C(=O)C2CCCN2C(=O)c2ccc(F)cc21)Nc1ccccc1F (stereo not drawn)	-6	3
Cc1cc(C)cc(N2CC(C(=O)NCc3cccnc3)CC2=O)c1 (stereo not drawn)	2	7
CCOc1ccccc1NC(=O)Cc1c(C)nn(C2CCS(=O)(=O)C2)c1C (stereo not drawn)	-10	-14
CC(NC(=O)c1ccccc1)C(=O)NC1=NCCS1 (stereo not drawn)	6	2
Cc1ccc2cc3cc(C(=O)Nc4cccc(C#N)c4)oc3nc2c1	6	-2

An excerpt of these results, field by field:
canonical_smiles: O=C(CN1C(=O)C2CCCN2C(=O)c2ccc(F)cc21)Nc1ccccc1F (stereo not drawn)
  Pf apPOL inh = -6	mHTT CaM bind = 3
canonical_smiles: Cc1cc(C)cc(N2CC(C(=O)NCc3cccnc3)CC2=O)c1 (stereo not drawn)
  Pf apPOL inh = 2	mHTT CaM bind = 7
canonical_smiles: CCOc1ccccc1NC(=O)Cc1c(C)nn(C2CCS(=O)(=O)C2)c1C (stereo not drawn)
  Pf apPOL inh = -10	mHTT CaM bind = -14

Carrying on.
mol	Pf apPOL inh	mHTT CaM bind
COc1ccc(N2C(N)=C(C#N)C(c3ccc(Br)cc3)C3=C2CCCC3=O)cc1 (stereo not drawn)	-5	25
O=C(Nc1ccccc1Cl)N1CCc2c(nc[nH]c2=O)C1	1	-6
CCCOc1ccc(/C=C(\C#N)c2nc3ccccc3n2C)cc1OC	2	12
Cc1ccc(N(Cc2ccc(C(=O)NCCSc3ccccn3)cc2)S(C)(=O)=O)cc1C	3	11
Cc1ccc(CCSc2c(Cl)cccc2Cl)cn1	-11	-43
CC(=O)c1cccc(Nc2nc(-c3ccc(Cl)c(Cl)c3)cs2)c1	1	3
COc1ccc(CCN2COc3ccc4c(c3C2)OC(=Cc2cccnc2)C4=O)cc1	-7	18
C#CCN(Cc1ccccc1)S(=O)(=O)C=C	-2	-15
N#CCCN(Cc1cccs1)C(=O)Nc1cccc(C(F)(F)F)c1	18	.
Cc1cccc2sc(N(CC3CCCO3)C(=O)Cc3ccc(S(C)(=O)=O)cc3)nc12 (stereo not drawn)	-2	7
CCN(C(=O)c1nc(C)n(C2CCN(S(C)(=O)=O)CC2)c1C)c1ccccc1	-1	4
CCOc1ccc(-c2[nH]nc3c2C(c2ccc(F)cc2)C(C#N)=C(N)O3)c(OCC)c1 (stereo not drawn)	1	29
CC(=O)Nc1ccc(-c2noc(C3CCN(C(=O)c4cccc5[nH]ccc45)CC3)n2)cc1	-5	18
CCCCOC(=O)C1C2C=CC3(CN(CCCOC)C(=O)C13)O2 (stereo not drawn)	0	1
Cc1cccc(N=C2NC(=O)/C(=C\c3ccc(N(C)C)cc3)S2)c1	0	18
O=C(C1CCOC1)N1CCC(CCOc2ccc(F)cc2)CC1 (stereo not drawn)	-4	2
CCOc1ccc(NC(=O)C2CCCN(S(=O)(=O)c3ccc(Br)s3)C2)cc1 (stereo not drawn)	-3	-3
CCOc1ccc2cc(-c3nnc(Nc4ccccc4F)s3)c(=O)oc2c1	4	2
Clc1ccc(Nc2nc3nonc3nc2Nc2ccc(Cl)c(Cl)c2)cc1Cl	.	4
Cc1cc(C(=O)c2ccccc2C(=O)O)ccc1Cl	-1	-1
CC(C)C(C(=O)O)N1C(=O)C(=Cc2cccc(Br)c2)SC1=S (stereo not drawn)	-31	59*
CC(C)NC(=O)c1ccc2c(c1)N(S(C)(=O)=O)CC2	4	-8
O=C(Nc1ccccc1)C1=C(O)CC(c2ccoc2)CC1=Nc1ccccc1 (stereo not drawn)	-2	15
Clc1cccc(CSc2nc3ccccc3[nH]2)c1	-1	-22
O=C(Cn1ccc2c(=O)[nH]ccc21)Nc1ccc(Cl)cc1F	17	5
COCCNC(=O)C1CCN(c2nnc(-c3ccccc3)o2)CC1	-3	-2
COc1ccc(NC(=O)CSc2nc3ccc(C)cc3[nH]2)c([N+](=O)[O-])c1	-8	2
CC(C)CC(=O)N1CCN(Cc2cccc([N+](=O)[O-])c2)CC1	-6	-8
Cc1cc(C)n(CCNC(=O)c2cccc3ccccc23)n1	-8	-7
COc1cccc(C2CC(C(F)(F)F)n3ncc(C(=O)N4CCCCCC4)c3N2)c1 (stereo not drawn)	-5	-1

mol	Pf apPOL inh	mHTT CaM bind
CCC(C(=O)Nc1cc(-c2cn3nc(OC)ccc3n2)ccc1F)c1ccccc1 (stereo not drawn)	-4	10
CCC(=O)Nc1ccc(C2(C(=O)N3CCCCCC3)CCC2)cc1	7	-4
Cn1c(=O)c(-c2ccccc2)c(O)c2ccccc21	-5&-1&-11	.
Cc1nnc(Nc2ccc3c(c2)OCO3)[nH]c1=O	-2	11
Cc1ccc(NC(=O)N2CCC(c3nc(CCNC(=O)C(C)C)cs3)CC2)cc1	0	7
Cn1nc(C(=O)Nc2ccc(S(N)(=O)=O)cc2)ccc1=O	-8	-14
CCCC1c2ccc(C)n2CCN1C(=O)Nc1cccc(Cl)c1 (stereo not drawn)	6	28
COc1ccc(CC(C)=NNC(N)=O)cc1OC	0	.
COc1ccc(NC(=O)C(CCS(C)(=O)=O)N2C(=O)c3ccccc3C2=O)cc1 (stereo not drawn)	5	-4
O=S(=O)(c1ccccc1)N1CCc2nc(-c3ccccc3)ncc2C1	-1	0
O=C(CSc1nc2c(c(=O)n1-c1ccc(F)cc1)SCC2)Nc1ccccc1F	-5	-2
COCCCNC(=O)C1CC(=O)N(c2ccc(OC)cc2)C1 (stereo not drawn)	-3	-4
CCC1Oc2ccc(NC(=O)C3CCCC3)cc2CN(C(C)C)C1=O (stereo not drawn)	-2	-5
Cc1cc(F)c(F)c(C(=O)n2ccnc2)c1Cl	1	-6
COc1cc(CN(C2CC2)S(=O)(=O)c2ccccc2Br)cc(OC)c1	-2	-46
COCCNC(=O)Cc1ccccc1OC	3	0
N#CC1=C(N)Oc2n[nH]c(-c3ccc(Br)cc3)c2C1c1cn[nH]c1-c1ccc(F)cc1 (stereo not drawn)	0	59*
O=C(O)c1ccn(Cn2cnc([N+](=O)[O-])n2)n1	.	-2
CCC1(CC)NC(=O)N(CC(=O)Nc2ccc(F)cc2F)C1=O	-7	-3
O=C(NC1c2ccccc2-c2ccccc21)N1CCOCC1	-16	2
CCCCN(C(=O)c1cnc2n(c1=O)CCS2)c1ccccc1	-6	-1
CC1(C)NC(C(=O)O)Cc2c1[nH]c1ccccc21 (stereo not drawn)	-2	0
COc1ccc(NC(=O)C2CC(=O)N(c3ccc4oc(C)nc4c3)C2)cc1Cl (stereo not drawn)	-2	-4
CCn1cnc2c1CN(C(=O)c1ccc3c(c1)OCO3)CC2	1	5
COc1cccc(C(=O)N2CCC(CCOCc3cccc(F)c3)CC2)c1	-4	-4
CC(=O)Nc1ccc(CC(=O)N2CCc3c(nc4cc(-c5ccccc5)[nH]n4c3=O)C2)cc1	-1	17
Cc1ccsc1C(=O)NCCc1nc2cccnc2n1C	-10	-3
NC(CCCC(=O)O)C(=O)O (stereo not drawn)	2	-4
c1cc(-c2cc3c(o2)CCCC3OCCN2CCOCC2)cs1 (stereo not drawn)	-8	-7
COc1ccc(Cl)cc1NC(=O)c1cncc(-c2ccc(C)cc2)c1	1	3

mol	Pf apPOL inh	mHTT CaM bind
Cc1noc(COC2CCN(S(=O)(=O)c3cnc[nH]3)CC2)n1	-5	-3
COc1cc(/C=C2\SC(=Nc3ccccc3)NC2=O)cc(OC)c1OC	-16	18
COCCNC(=O)c1c[nH]c2ccc(S(=O)(=O)N3CCCCC3c3cccnc3)cc2c1=O (stereo not drawn)	-2	5
COc1ccc(CN2C(=O)CC(Cc3ccccc3)C2=O)cc1 (stereo not drawn)	9	-19
Cc1c(C(=O)Nc2cccc([N+](=O)[O-])c2)csc1-c1ccccc1	-20	3
Cc1cc(OCC(=O)Nc2ccc(C)c(F)c2)nc(N2CCC(C)CC2)n1	1	-9
Cc1ccc(S(=O)(=O)OCC(O)CNC2Cc3ccccc3C2)cc1 (stereo not drawn)	-7	.
Cc1ccc(C(=O)N2CCN(c3cc(Oc4cccc(F)c4)ncn3)CC2)cc1	0	2
O=C(NC1CC1)c1csc(COc2cccc(Cl)c2)n1	-4	-4
Cc1ccc(NC(=O)C(=O)Nc2ccc(C(N)=O)cc2)cc1N1CCCCC1=O	-5	-4
N#Cc1cc2c(nc1SCC(O)CS(=O)(=O)Cc1ccc(Cl)cc1)CCCC2 (stereo not drawn)	-3	37
CC(=O)Nc1cccc(NC(=O)c2cccs2)c1	-7	3
O=[N+]([O-])c1ccc(N2CCN(S(=O)(=O)N3CCCC3)CC2)c(Cl)c1	-4	2
COc1ccccc1-n1nc(C(=O)O)c2ccccc2c1=O	0	3
CC(=O)Nc1ccc(S(=O)(=O)Nc2c(C)cccc2C(C)C)cc1	2	-2
Cc1cc2nc(C(=O)Nc3ccc(C#N)cc3)cc(C)n2n1	-3	5
CCNC(=O)N1CCCC(c2cccc(C(=O)NCc3ccc(SC)cc3)c2)C1 (stereo not drawn)	-6	41
OC(CN1CCN(C(c2ccccc2)c2ccccc2)CC1)Oc1cccc(C(F)(F)F)c1 (stereo not drawn)	-3	.
COc1ccc(OC)c(NC(=O)c2sc3[nH]c(=O)c(C(=O)O)cc3c2N)c1	-3	23
Cc1c(N=Cc2nc3ccccc3[nH]2)c(=O)n(-c2ccccc2)n1C	-1	-2
CC1CCN(c2ccc(-c3noc(CCC(=O)Nc4cccc(F)c4)n3)cc2)CC1	-2	6
COc1ccccc1CNC(=O)C1(C)Cc2ccccc2C(=O)N1CCC(C)C (stereo not drawn)	-3	-1
COCCCNC(=O)CN1C(=O)/C(=C/c2ccc(C(F)(F)F)cc2)Sc2ccccc21	0	56*
O=C(C=Cc1ccc(Br)cc1)C12CC3CC(CC(C3)C1)C2	13	-12
Cn1c(=O)c(NCc2cccc(C(F)(F)F)c2)nc2ccncc21	-9	-3
COC(=O)CNC(=O)N1CCC2(CC1)Nc1ccccc1-n1cccc12	0	47
COc1cc(OC)c(NC(=O)c2ccc(OC)c([N+](=O)[O-])c2)cc1Cl	-5	0

4 structures out of the list, ordered by length of the SMILES, lowest first.
mol	Pf apPOL inh	mHTT CaM bind
COc1ccccc1-n1nc(C(=O)O)c2ccccc2c1=O	0	3
Cc1c(N=Cc2nc3ccccc3[nH]2)c(=O)n(-c2ccccc2)n1C	-1	-2
O=[N+]([O-])c1ccc(N2CCN(S(=O)(=O)N3CCCC3)CC2)c(Cl)c1	-4	2
COCCNC(=O)c1c[nH]c2ccc(S(=O)(=O)N3CCCCC3c3cccnc3)cc2c1=O (stereo not drawn)	-2	5
